HCV NS3 hel inh = inhibitors of HCV NS3 helicase, primary screen, biochemical, Cy5 molecular beacon fluorescence; inhibition, % at 10.9 µM; NS3 helicase DNA unwinding; Hepatitis C virus NS3 helicase; hit rate 0.56% among 290,000;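 active = inhibition above the mean of all tested compounds plus 3 SD, set per campaign, cut at about 35% in these data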;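 note: 0% = DMSO wells and 100% = thioflavine S control wells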
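test system = hepatitis C virus NS3 helicase domain fragment enzyme | reagent = annealed dual-labelled DNA beacon duplex, ATP-started | times = 1 h at 25 °C | detection = Cy5 fluorescence, 0 and 60 min reads | read-out basis = percent inhibition from t60/t0 fluorescence ratio | control set = DMSO and thioflavine S | replication = one well per compound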
CRFR2-BP antag = antagonists of CRF-BP/CRF-R2 complex, primary screen, cell-based, HEK293, calcium dye fluorescence, uHTS; CRF-induced calcium fluorescence; inhibition, % at 11.8 µM; hit rate 0.59% among 350,000; AID 588475, 2011;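 active = inhibition of the ligand-induced calcium signal above about 50% at the single tested concentration, limit read from the data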
UBC9 SUMO inh = inhibitors of in vitro SUMOylation cascade, primary screen, biochemical, HTRF, uHTS; HTRF SUMOylation assay, SAE1/SAE2 + UBC9; inhibition, % at 35 µM; hit rate 0.36% among 290,000; AID 2006, 2009; in the data active = inhibition above about 50%, passing the limit was not always enough; note: strong numbers were not always called active
GalR3 antagonist = GalR3 antagonists in HEK293 cells, primary screen, cell-based, fluorescence readout; Galanin receptor type 3 (Homo sapiens), O60755; inhibition, % at 3 µM; hit rate 0.44% among 360,000; HEK293 GalR3-CNG cAMP membrane potential fluorescence; galR3 body fused to GalR1 C-terminus;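 active = inhibition above the screen-wide average plus 3 SD, cut at about 13% in these data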;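 note: forskolin and galanin both at EC90 stimulate the cells; cAMP rise reported by CNG channel membrane potential dye signal; 0% = forskolin plus galanin with DMSO and 100% = forskolin alone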
IDE cell inh = human IDE inhibitors in live cells, primary screen, fluorescence polarization, HEK cells, FAbetaB substrate | FAbetaB cleavage | inhibition, % at 5.59 µM | hit rate 0.41% among 320,000 | Insulin-degrading enzyme (Homo sapiens), P14735;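 active = percent inhibition above the average of all tested compounds plus 3 SD, set per screening campaign, cut at about 16% in these data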;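 note: IDE supplied by intact live HEK cells; FP after avidin binding of uncleaved biotin substrate so inhibition keeps polarization high; 0% = DMSO wells and 100% = 60 µM reference IDE inhibitor Ii1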
p-CIP stab down = p/CIP-EGFP fusion destabilizers, primary screen, fluorescence, F442A cells; Q05BA5; 16 h; decrease of EGFP signal, % at 10 µM; hit rate 0.01% among 290,000; AID 1984, 2009;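 active = EGFP signal decrease of at least 30% at 10 µM or well 3 SD below plate mean, unless failing retest; inactive = the rest, including hits failing retest or dose response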; note: some compounds called inactive have numbers as strong as hits; many of its hits are not listed in these tables
Target sequence (Q05BA5 1-1403): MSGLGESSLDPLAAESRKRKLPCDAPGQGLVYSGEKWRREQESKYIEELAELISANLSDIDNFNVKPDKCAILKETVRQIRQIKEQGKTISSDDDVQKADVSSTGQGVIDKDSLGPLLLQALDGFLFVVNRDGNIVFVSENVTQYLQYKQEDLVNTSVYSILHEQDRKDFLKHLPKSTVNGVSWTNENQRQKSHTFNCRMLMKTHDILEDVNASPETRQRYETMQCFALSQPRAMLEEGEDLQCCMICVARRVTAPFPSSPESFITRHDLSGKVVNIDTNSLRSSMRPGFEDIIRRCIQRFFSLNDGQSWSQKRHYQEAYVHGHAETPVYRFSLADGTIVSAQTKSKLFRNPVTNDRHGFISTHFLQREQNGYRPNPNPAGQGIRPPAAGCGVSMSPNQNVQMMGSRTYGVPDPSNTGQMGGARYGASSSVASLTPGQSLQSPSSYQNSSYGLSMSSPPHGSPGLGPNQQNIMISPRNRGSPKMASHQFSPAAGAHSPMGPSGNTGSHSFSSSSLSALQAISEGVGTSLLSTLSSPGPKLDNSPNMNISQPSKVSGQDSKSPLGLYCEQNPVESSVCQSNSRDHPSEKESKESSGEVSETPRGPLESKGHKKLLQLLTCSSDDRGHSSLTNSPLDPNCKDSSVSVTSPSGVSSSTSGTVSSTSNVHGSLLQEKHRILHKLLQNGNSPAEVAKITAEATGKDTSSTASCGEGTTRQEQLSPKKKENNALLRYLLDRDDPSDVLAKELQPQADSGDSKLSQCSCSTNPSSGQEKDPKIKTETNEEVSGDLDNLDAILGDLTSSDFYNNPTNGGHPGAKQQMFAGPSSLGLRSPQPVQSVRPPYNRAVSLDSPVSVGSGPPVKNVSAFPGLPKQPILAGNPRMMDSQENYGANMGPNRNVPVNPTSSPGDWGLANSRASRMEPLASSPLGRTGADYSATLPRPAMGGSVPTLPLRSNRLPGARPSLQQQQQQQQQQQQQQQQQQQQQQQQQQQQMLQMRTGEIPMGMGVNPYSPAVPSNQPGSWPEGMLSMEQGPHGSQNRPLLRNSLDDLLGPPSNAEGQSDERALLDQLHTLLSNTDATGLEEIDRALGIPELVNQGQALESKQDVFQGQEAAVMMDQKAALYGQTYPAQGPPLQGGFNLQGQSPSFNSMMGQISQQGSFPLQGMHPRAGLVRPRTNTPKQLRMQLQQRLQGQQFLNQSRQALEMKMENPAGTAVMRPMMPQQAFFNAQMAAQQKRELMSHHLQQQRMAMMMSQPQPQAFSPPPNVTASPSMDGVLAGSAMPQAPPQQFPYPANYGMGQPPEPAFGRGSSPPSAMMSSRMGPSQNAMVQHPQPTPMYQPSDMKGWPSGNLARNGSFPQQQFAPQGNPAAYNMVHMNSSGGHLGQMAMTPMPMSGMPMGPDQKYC
VIM-2 inh = VIM-2 metallo-beta-lactamase inhibitors, primary screen, biochemical, epi-absorbance readout, Pseudomonas aeruginosa enzyme; hit rate 0.89% among 290,000; purified VIM-2, nitrocefin hydrolysis, epi-absorbance fluorescence; inhibition, % at 5.6 µM;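 active = inhibition above the mean of all tested compounds plus 3 SD, cutoff set per screening run, cut at about 7.5% in these data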;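 note: red hydrolysis product quenches plate fluorescence so inhibitors raise well fluorescence; 0% = enzyme with DMSO and 100% = DMSO without enzyme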
IMP-1 inhibitor = IMP-1 metallo-beta-lactamase inhibitors, primary screen, biochemical, epi-absorbance readout, Pseudomonas aeruginosa enzyme | metallo-beta-lactamase IMP-1 (Pseudomonas aeruginosa) | hit rate 0.45% among 290,000 | purified IMP-1, nitrocefin hydrolysis, epi-absorbance fluorescence | inhibition, % at 5.6 µM;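 active = inhibition above the mean plus 3 SD of all compounds in the same screening run, cut at about 4.5% in these data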;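 note: 0% = IMP-1 with DMSO and 100% = DMSO wells lacking enzyme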
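System: purified IMP-1; amount: IMP-1 0.2 nM before substrate addition; compound: single dose, 5.6 µM; times: 25 °C, 15 min preincubation, 25 min reaction; signal: Epi-absorbance via hydrolysed-nitrocefin quenching of white-plate fluorescence, 480/530 nm, EDTA stop; benchmarks: DMSO with and without IMP-1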
IDE act = human IDE activators in live cells, primary screen, fluorescence polarization, HEK cells, FAbeta-B substrate; Insulin-degrading enzyme (Homo sapiens), P14735; FAbeta-B cleavage; 0% vehicle, 100% cell-free pure enzyme wells; activation, % at 5.96 µM; hit rate 0.073% among 340,000;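 active = activation above the mean of all tested compounds plus 3 SD, set per screening campaign, cut at about 17% in these data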
An asterisk follows results filed as active.

Cc1nn(-c2cccc(C(=O)O)c2)c(C)c1Oc1ccccc1O was read as HCV NS3 hel inh 2, CRFR2-BP antag 26, UBC9 SUMO inh 7, GalR3 antagonist -4, IDE cell inh 5, p-CIP stab down -11, VIM-2 inh -2.6, IMP-1 inhibitor -3.4 and IDE act 2.
`Cc1ccc(-c2cc(C(=O)NC3=NCCS3)c3ccccc3n2)cc1C` gave HCV NS3 hel inh -21, CRFR2-BP antag -16, UBC9 SUMO inh -20, GalR3 antagonist -3, IDE cell inh 1, p-CIP stab down 16, VIM-2 inh -2.4, IMP-1 inhibitor -3.1 and IDE act 3.
For O=C1[C@H]2[C@@H](C3CC3)N3C(=O)CN(Cc4ccccn4)C(=O)[C@@]3(Cc3ccccc3)[C@H]2C(=O)N1c1ccccc1 the results were HCV NS3 hel inh -13, CRFR2-BP antag 1, UBC9 SUMO inh -1, GalR3 antagonist -1, IDE cell inh 1, p-CIP stab down 3, VIM-2 inh -0.5, IMP-1 inhibitor -4.4 and IDE act 2.
Screening O=C(NCC1CCCCC1)c1cccc(Br)c1 returned HCV NS3 hel inh -2, CRFR2-BP antag 5, UBC9 SUMO inh 14, GalR3 antagonist -10, IDE cell inh 5, p-CIP stab down -6, VIM-2 inh -3.6, IMP-1 inhibitor -6.3 and IDE act -2.
Screening CCOc1ccc([C@@H]2CC=C(C(=O)O)[C@H](c3cccc(Cl)c3)N2S(=O)(=O)c2ccc(C)cc2)cc1 returned CRFR2-BP antag 7, GalR3 antagonist -3, IDE cell inh -4 and IDE act 3.
Screening O=C(O)c1cn(Cc2ccccn2)c(=O)c2ccccc12 returned HCV NS3 hel inh 7, CRFR2-BP antag 0, UBC9 SUMO inh 4, GalR3 antagonist -4, IDE cell inh 1, p-CIP stab down -2, VIM-2 inh -1.7, IMP-1 inhibitor -0.8 and IDE act 1.
For Cc1cc(N2CCOCC2)ccc1/C=C1/SC(=O)NC1=O the results were HCV NS3 hel inh -5, CRFR2-BP antag -21, UBC9 SUMO inh 17, GalR3 antagonist -4, IDE cell inh 10, p-CIP stab down -6, VIM-2 inh 0.1, IMP-1 inhibitor -0.4 and IDE act 6.
Screening Cc1ccc(NC(=O)COCC(=O)Nc2ccc(F)cc2)cc1 returned HCV NS3 hel inh 7, CRFR2-BP antag -4, UBC9 SUMO inh 13, GalR3 antagonist -9, IDE cell inh -5, p-CIP stab down -6, VIM-2 inh -1.1, IMP-1 inhibitor -0.3 and IDE act 4.
For CCCC(C)C(=O)Nc1ccc(S(=O)(=O)Nc2nccs2)cc1 (stereo unspecified) the results were HCV NS3 hel inh 2, CRFR2-BP antag 3, UBC9 SUMO inh 11, GalR3 antagonist 0, IDE cell inh -1, p-CIP stab down 7, VIM-2 inh -1.2, IMP-1 inhibitor -2.8 and IDE act 2.
For Cc1cccc(NC(=S)N(CCN(C)C)C(C)c2ccco2)c1 (stereo unspecified) the results were HCV NS3 hel inh 9, CRFR2-BP antag -18, UBC9 SUMO inh 11, GalR3 antagonist -3, IDE cell inh 2, p-CIP stab down -6, VIM-2 inh -2.9, IMP-1 inhibitor 0.6 and IDE act 1.

Next section (three carried over from the part before).
Screening Cc1ccc(NC(=O)COCC(=O)Nc2ccc(F)cc2)cc1 returned HCV NS3 hel inh 7, CRFR2-BP antag -4, UBC9 SUMO inh 13, GalR3 antagonist -9, IDE cell inh -5, p-CIP stab down -6, VIM-2 inh -1.1, IMP-1 inhibitor -0.3 and IDE act 4.
For CCCC(C)C(=O)Nc1ccc(S(=O)(=O)Nc2nccs2)cc1 (stereo unspecified) the results were HCV NS3 hel inh 2, CRFR2-BP antag 3, UBC9 SUMO inh 11, GalR3 antagonist 0, IDE cell inh -1, p-CIP stab down 7, VIM-2 inh -1.2, IMP-1 inhibitor -2.8 and IDE act 2.
For Cc1cccc(NC(=S)N(CCN(C)C)C(C)c2ccco2)c1 (stereo unspecified) the results were HCV NS3 hel inh 9, CRFR2-BP antag -18, UBC9 SUMO inh 11, GalR3 antagonist -3, IDE cell inh 2, p-CIP stab down -6, VIM-2 inh -2.9, IMP-1 inhibitor 0.6 and IDE act 1.
`C=CCN1C(=O)C(C)(C)N(C(C)=O)c2ccccc21` gave HCV NS3 hel inh -1, CRFR2-BP antag 7, UBC9 SUMO inh -5, GalR3 antagonist 8, IDE cell inh 0, p-CIP stab down -19, VIM-2 inh -3.0, IMP-1 inhibitor -3.6 and IDE act -5.
`Cc1cc(C)c(S(=O)(=O)c2ccc(C(C)(C)C)cc2)c(Cl)n1` gave HCV NS3 hel inh 8, CRFR2-BP antag -2, UBC9 SUMO inh -21, GalR3 antagonist -14, IDE cell inh 1, p-CIP stab down -10, VIM-2 inh -1.8, IMP-1 inhibitor -3.2 and IDE act 0.
For O=C(CN1CCCC1)Nc1ccc(F)cc1 the results were HCV NS3 hel inh 6, CRFR2-BP antag -25, UBC9 SUMO inh 0, GalR3 antagonist 3, IDE cell inh -4, p-CIP stab down 4, VIM-2 inh -1.0, IMP-1 inhibitor -2.5 and IDE act 5.
For Cc1cc(C)cc(NC(=O)CN2C(=O)C3CC=CCC3C2=O)c1 (stereo unspecified) the results were CRFR2-BP antag 0, GalR3 antagonist 2, IDE cell inh -6 and IDE act 3.
O=C(NCCCN1CCCC1=O)c1ccc([N+](=O)[O-])s1 was read as CRFR2-BP antag 13, GalR3 antagonist 0, IDE cell inh 5 and IDE act 4.
For O=C(NC(=O)N1CCN(c2ccc([N+](=O)[O-])cn2)CC1)c1ccccc1F the results were HCV NS3 hel inh 1, CRFR2-BP antag 6, UBC9 SUMO inh -2, GalR3 antagonist -7, IDE cell inh -6, p-CIP stab down -4, VIM-2 inh -0.2 and IMP-1 inhibitor -2.0.
CCN(CC)S(=O)(=O)c1ccc(N2CCOCC2)c(NS(=O)(=O)c2ccc(C)c(C)c2)c1 was read as HCV NS3 hel inh -13, CRFR2-BP antag -21, UBC9 SUMO inh 8, GalR3 antagonist -4, IDE cell inh 1, p-CIP stab down -14, VIM-2 inh 0.9, IMP-1 inhibitor -3.9 and IDE act -2.
`CCOC(=O)CSc1nc2c(c(=O)[nH]c(=O)n2C)n1Cc1ccccc1` gave HCV NS3 hel inh 1, CRFR2-BP antag -5, UBC9 SUMO inh -1, GalR3 antagonist -10, IDE cell inh -1, p-CIP stab down 5, VIM-2 inh -0.9, IMP-1 inhibitor -3.2 and IDE act 6.
`O=C(NN=C1CCCC1)c1ccccc1[N+](=O)[O-]` gave HCV NS3 hel inh 7, CRFR2-BP antag 10, UBC9 SUMO inh -4, GalR3 antagonist -8, IDE cell inh 3, p-CIP stab down -4, VIM-2 inh -0.7, IMP-1 inhibitor 0.0 and IDE act 4.
`Cc1ccc(S(=O)(=O)N2CCCCC2)cc1NC(=O)CNc1ccccc1N1CCCC1=O` gave CRFR2-BP antag -5, GalR3 antagonist -3, IDE cell inh -2 and IDE act 11.
Screening O=C(Cn1c(=O)sc2ccccc21)Nc1nc2c(s1)CCCC2 returned HCV NS3 hel inh -10, CRFR2-BP antag -33, UBC9 SUMO inh -25, GalR3 antagonist -2, IDE cell inh -4, p-CIP stab down 0, VIM-2 inh -0.6, IMP-1 inhibitor -2.5 and IDE act 6.
`CCCCN(C(=O)c1cc2ccccc2o1)c1c(N)n(CC(C)C)c(=O)[nH]c1=O` gave HCV NS3 hel inh 9, CRFR2-BP antag 1, UBC9 SUMO inh 3, GalR3 antagonist -11, IDE cell inh -2, p-CIP stab down 0, VIM-2 inh 0.5, IMP-1 inhibitor 1.9 and IDE act 1.
For Cc1ccc(C2=NN(CCC#N)C(=O)CO2)cc1 the results were HCV NS3 hel inh 0, CRFR2-BP antag -4, UBC9 SUMO inh 10, GalR3 antagonist -9, IDE cell inh 4, p-CIP stab down 4, VIM-2 inh -1.8, IMP-1 inhibitor -1.2 and IDE act 1.
`COc1ccccc1N1CCN(CC(=O)N2CCCC2)CC1` gave HCV NS3 hel inh 3, CRFR2-BP antag 4, UBC9 SUMO inh 10, GalR3 antagonist -3, IDE cell inh -5, p-CIP stab down 2, VIM-2 inh -1.3, IMP-1 inhibitor -4.7 and IDE act 7.
Screening COc1ccc(Nc2nc(NCc3ccco3)nc(N3CCOCC3)n2)cc1 returned HCV NS3 hel inh -5, CRFR2-BP antag 6, UBC9 SUMO inh 0, GalR3 antagonist -8, IDE cell inh -5, p-CIP stab down -17, VIM-2 inh -2.1, IMP-1 inhibitor -2.7 and IDE act 0.
NS(=O)(=O)c1ccc(NNC(=O)c2ccccc2)cc1 was read as HCV NS3 hel inh -12, CRFR2-BP antag -1, UBC9 SUMO inh 15, GalR3 antagonist -5, IDE cell inh -3, p-CIP stab down -5, VIM-2 inh 0.0 and IMP-1 inhibitor -1.5.
CCCn1c(N)c(N(CCOC)C(=O)COC(=O)CSc2cc(C)c3ccccc3n2)c(=O)[nH]c1=O was read as CRFR2-BP antag 2, GalR3 antagonist -2, IDE cell inh 0 and IDE act 7.
Screening O=C(NCCc1ccccc1F)C1CC(O)CN1C(=O)Nc1ccccc1 (stereo unspecified) returned HCV NS3 hel inh 19, CRFR2-BP antag 4, UBC9 SUMO inh 3, GalR3 antagonist 0, p-CIP stab down 3, VIM-2 inh -4.0, IMP-1 inhibitor -5.0 and IDE act 1.
O=C1c2ccccc2C(=O)N1CCCCN(C(=O)c1ccc(Cl)s1)c1ccc(Cl)cc1 was read as HCV NS3 hel inh 4, CRFR2-BP antag -8, UBC9 SUMO inh -18, GalR3 antagonist 2, IDE cell inh 6, p-CIP stab down -3, VIM-2 inh -2.2, IMP-1 inhibitor -1.2 and IDE act 0.
Cc1noc(C)c1NC(=O)N(C)C[C@H]1Oc2c(NC(=O)Nc3ccc4c(c3)OCO4)cccc2C(=O)N([C@H](C)CO)C[C@@H]1C was read as CRFR2-BP antag 0, GalR3 antagonist -3, IDE cell inh 2 and IDE act 2.
For CC(O)CNCCOc1ccccc1-c1ccccc1 (stereo unspecified) the results were HCV NS3 hel inh -3, CRFR2-BP antag 9, UBC9 SUMO inh -9, GalR3 antagonist -8, IDE cell inh 4, p-CIP stab down -3, VIM-2 inh -1.9, IMP-1 inhibitor -2.2 and IDE act 3.
COc1ccccc1N1CCN(C2CCCN(C(=O)CCc3cnn(C)c3)C2)CC1 (stereo unspecified) was read as HCV NS3 hel inh 3, CRFR2-BP antag -11, UBC9 SUMO inh -4, GalR3 antagonist 0, IDE cell inh 3, p-CIP stab down 2, VIM-2 inh -2.5, IMP-1 inhibitor -2.6 and IDE act 6.

Bioassay records: PubChem, several laboratories
